S3 lipid droplet = qHTS Assay for Lipid Storage Modulators in Drosophila S3 Cells. Drosophila S3 cells, BODIPY lipid droplet fluorescence, 18-24 h; cells fed with added oleic acid. lipid storage change, negative = inhibition, % at the top dose, mostly 46.1 µM; hits show Potency in µM. hit rate 0.64% among 320,000. AID 2685; active means well fitted inhibition curve with a large enough effect in the signal ratio, with a control signal flat, not every such curve was filed as active; inconclusive means small, poorly fitted or top-dose-only effect, or effect the other way, or a change in a side signal; the % refers to the signal ratio
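Drosophila S3 cells loaded with oleic acid (400 uM, as added) and compounds at several concentrations; lipid droplets imaged by 488-nm laser-scanning cytometry, 500–530 nm intensity and object ratio to cell channel. Percent activity normalized to 20 uM Triacsin C.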
S3 lipid droplet cell count max = recorded beside S3 lipid droplet, whose call it bears; cell number change, %; measured here: cell count max response;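 cells counted by Cell Tracker Red CMTPX staining in the red channel; peak over a dose series mostly up to 46.1 µM; percent activity relative to internal control wells on each plate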
An asterisk follows results filed as active; i = inactive; ? = inconclusive; . = no result given. On the % scale 0 is the no-effect control and ±100 the full control effect; potency means the concentration at half of the fitted maximal effect. The list is partial; the hit share may differ from the screen's.

SMILES | S3 lipid droplet | S3 lipid droplet cell count max
Cn1c(N/N=C\c2cccc(O)c2)cc(=O)n(C)c1=O | -6% | -6
O=C1C=C(N2CCCCCC2)C2(CCCCC2)O1 | -6% | 13
CS(=O)(=O)N(CC(=O)Nc1ccc(F)cc1F)c1cccc([N+](=O)[O-])c1 | ? | .
Cc1cccc(NC(=O)c2onc3c2CCCC3)c1C | ? | .
CC1(C(=O)O)CCC(C(=O)N2CCOCC2)C1(C)C (stereo not given) | ? | .
CC(C)N1C(=O)N(c2ccccc2)C(C)(O)CC1(C)C (stereo not given) | 7% | .
Cc1cc(C)n2nc(C(=O)OCC(=O)N(C)C3CCCCC3)nc2n1 | ? | .
Cc1nc(NC(=O)CSc2nnc(N)s2)c(Cl)cc1Cl | ? | .
Cc1cc(NC(=O)c2cccc(S(=O)(=O)N3CCOCC3)c2)no1 | i | .
CCN(CC(=O)Nc1cccc(OC)c1)c1ncnc2sc(C)c(C)c12 | -22% | 2
COc1cc(/C=C2\C(=N)N3N=C(S(C)(=O)=O)SC3=NC2=O)cc(OC)c1OCCOc1ccccc1C | ? | .
CNC(=O)CN(c1ccc(F)cc1)S(=O)(=O)c1cc(C)ccc1OC | ? | .
COc1cccc(N2CC(C(=O)N3CCC4(CC3)CC(=O)c3ccccc3O4)CC2=O)c1 (stereo not given) | ? | .
NS(=O)(=O)c1ccc(NC(=O)COC(=O)c2cc([N+](=O)[O-])ccc2Cl)cc1 | -10% | -5
OCCN1CCN(c2nc(-c3ccccc3)c3cc(Cl)ccc3n2)CC1 | -13% | -10
CCSc1oc(-c2ccco2)nc1S(=O)(=O)c1ccc(F)cc1 | ? | .
CCOc1ncccc1C(=O)N1CCN(S(=O)(=O)c2ccc(Br)cc2Cl)CC1 | ? | .
CN(CCC#N)C(=O)COC(=O)c1ccc2c(=O)n3c(nc2c1)CCC3 | ? | .
COc1cc(C(C)=O)ccc1OCC(=O)N1CCc2ccccc2C1 | ? | .
CC(=O)Nc1cc2c(cc1NC(=O)c1cnccn1)OCCO2 | 13% | .
COc1ccc(NS(=O)(=O)c2ccc(S(=O)(=O)N3CCCC3)cc2)cc1 | ? | .
Cn1cccc1/C=N/NC(=O)c1sc2ccccc2c1Cl | ? | .
Cc1ccc(-n2ncc3c2ncn2c(-c4ccncc4)nnc32)cc1 | ? | .
Cc1ccc(C(O)CN2C3=NCCCN3c3ccccc32)cc1 (stereo not given) | 5% | 2
CSc1nnc(C)c(=O)n1COC(=O)c1ccc(S(=O)(=O)N(C)C)cc1 | ? | .
Cc1cc(C)nc(NS(=O)(=O)c2ccc(NC(=O)c3ccc(S(=O)(=O)N4CCOCC4)cc3)cc2)n1 | 0% | -21
O=[N+]([O-])c1cc(Cl)c(O)c2ncccc12 | ? | .
O=C(Nc1ccc(-c2ccccc2)cc1)c1ccco1 | -11% | -18
Cc1ccc(NC(=O)CCc2c(C)nn(-c3ccc(N4CCCCC4)nn3)c2C)cc1F | i | 14
Cc1nc(SCC(=O)Nc2nc3ccccc3s2)c(C#N)c(C)c1C | ? | .
Cc1ccc2cc(COC(=O)c3ccncc3)c(=O)[nH]c2c1 | ? | .
O=C(NC1CCCCCCC1)c1ccc(Br)o1 | i | -7
CCC(=O)N1CCc2cc(S(=O)(=O)NC(Cc3ccccc3)C(=O)NC3CCCCC3)ccc21 (stereo not given) | ? | .
O=C(NCc1cccnc1)c1ccc(-c2ccccc2[N+](=O)[O-])o1 | ? | .
Cc1[nH]c(=O)[nH]c(=O)c1NS(=O)(=O)c1ccccc1 | -7% | 14
COc1ccc(C(=O)N2CCC(N3CCN(c4ccccc4)CC3)CC2)cc1 | -12% | -12
COc1ccc(Cl)cc1NC(=O)CN1CCN(S(=O)(=O)N2CCCCC2)CC1 | ? | .
S=c1[nH]cnc2scc(-c3ccc(Br)cc3)c12 | ? | .
O=C(c1ccco1)N1CCN(CCCCOc2cccc3ccccc23)CC1 | 29% | -4
COc1c(F)c(F)c(C(=O)O)c(Nc2ccc(C)cc2C)c1F | ? | .
CCCc1nc(NC(=O)c2ccccc2)nc(NC(=O)c2ccccc2)n1 | -4% | -8
Oc1cccc(CN2CCCCC2)c1 | -6% | -16
Cc1cccc(NC(=O)CCn2c(=O)oc3ccccc32)c1 | ? | .
CN1CCN(c2ccccc2NC(=O)c2ccc(-c3cccc([N+](=O)[O-])c3)o2)CC1 | ? | .
Cn1c(=O)c2c(O)c([N+](=O)[O-])c(=O)n(C)c2n(C)c1=O | ? | .
CCC(=O)NCCc1nc2cc(NC(=O)c3cccc([N+](=O)[O-])c3)ccc2n1C | ? | .
O=C(NCC1CCCO1)c1cccnc1Nc1ccccc1F (stereo not given) | 15% | 5
CC(C)NC(=O)NC(=O)COC(=O)c1ccc(F)cc1F | 6% | -6
CO/N=C/c1cccn1-c1nccc(OC)c1C#N | 1% | 13
O=C(O)c1cccc(-n2nnnc2SCc2ccccc2Cl)c1 | 0% | 4
CCn1c(SCc2nc3ccccc3c(=O)[nH]2)nnc1-c1ccncc1 | ? | .
Cc1cccc(C(=O)N2CCCC(CCC(=O)N3CCN(c4ccccn4)CC3)C2)c1C (stereo not given) | 3% | 0
CCN1CCN(Cc2nnc(-c3ccccc3)o2)CC1 | i | .
CCOC(=O)c1cnc2ccc(C(=O)OC)cc2c1NCCc1ccc(OC)c(OC)c1 | ? | .
O=C(CN1C(=O)CCC1=O)Nc1nc(-c2cccs2)cs1 | ? | .
CCS(=O)(=O)N1CCN(C2CCC(C)CC2)CC1 (stereo not given) | i | .
O=C(CN1C(=O)c2ccccc2C1=O)Nc1cccc2cccnc12 | ? | .
Cc1c(-n2cccc2C=O)cccc1[N+](=O)[O-] | 4% | 20
Cc1ccc(-c2cc(C(=O)N3CCC(C)CC3)c3ccccc3n2)cc1 | ? | .
CC[n+]1c(/C=C/c2c[nH]c3ccccc23)ccc2cc(C)ccc21 | ? | .
Remaining list, next part
SMILES | S3 lipid droplet | S3 lipid droplet cell count max
Cc1ccc(C(=O)N/C(=C\c2ccc(-c3cc(Cl)ccc3Cl)o2)C(=O)NCc2cccnc2)cc1 | -9% | -6
Cc1[nH]c2ccccc2c1CN1CCc2ccccc2C1 | ? | .
Nc1c(Cl)cc(-c2cn(CCC(=O)O)c(-c3ccc(Cl)nc3)n2)cc1Cl | ? | .
Oc1ccc(C[C@@H]2CNC(=S)N2CCc2cc(C(F)(F)F)cc(C(F)(F)F)c2)cc1 | -3% | -29
COc1ccc(-c2coc3cc(O)ccc3c2=O)cc1OC | 5% | 1
Cn1c(SCC(=O)Nc2nccs2)nnc1-c1ccco1 | 8% | 20
CCCSc1nnc(CNS(=O)(=O)c2ccc(C)cc2)n1C | 3% | 0
Cc1sc2ncnc(SCC(=O)c3cccs3)c2c1C | ? | .
COc1cccc(-c2nc(C=O)cs2)c1 | ? | .
CCOC(=O)C1CCCN(S(=O)(=O)c2cc3c4c(c2)CCN4C(=O)CC3)C1 (stereo not given) | i | .
COc1cccc2cc(/C(C)=N/Nc3nc(-c4cc(C)ccc4C)cs3)c(=O)oc12 | i | .
O=C(Nc1ccc2c(c1)OCO2)C1CCCCN1S(=O)(=O)c1ccccc1 (stereo not given) | ? | .
C[C@H](NC(=O)C1CCN(S(=O)(=O)c2ccccc2)CC1)C(=O)NCc1ccco1 | i | .
CC(C)C[C@H](NC(=O)c1[nH]cnc1C(=O)N[C@H](C)c1ccccc1)C(=O)OC(C)(C)C | 1% | -10
CCCC(=O)c1ccc(-c2ccccc2)cc1 | i | .
Cc1ccc(N(CCC#N)C(=O)CSc2ccc3c(c2)OCCO3)cc1 | ? | .
CC(=O)c1c(C)[nH]c(C(=O)Nc2ccccc2N2CCOCC2)c1C | 1% | -2
Cc1ccc(C(=O)Nc2sc(C)c(-c3ccccc3)c2C(N)=O)cc1[N+](=O)[O-] | ? | .
CCCCN(C(=O)C1CCC1)c1c(N)n(CC(C)C)c(=O)[nH]c1=O | ? | .
COc1ccc(-c2cc(CCCC(=O)NCCc3cc(OC)ccc3OC)no2)cc1 | -25% | 5
Cc1ccc(NC2=NC(c3ccccc3)n3c(nc(C)cc3=O)N2)c(C)c1 (stereo not given) | 19% | 1
CCOC(=O)N1CCN(C(=O)CCc2c(C)nc3nc(C)nn3c2C)CC1 | ? | .
CCN=C1S/C(=C\c2ccc(N3CCOCC3)cc2C)C(=O)N1CC | ? | .
Cc1c(NC(=O)c2ccc(F)cc2)c(=O)n(-c2ccccc2)n1C | ? | .
CCOc1ccc(CN2CCN(S(=O)(=O)c3ccc(NC(C)=O)cc3)CC2)cc1OC | -41% | -12
CCOc1cc(NC(=S)Nc2cccc(OC)c2)c(OCC)cc1NC(=O)c1ccc(C)cc1 | ? | .
CC(=O)Nc1ccc(S(=O)(=O)NC2(C(F)(F)F)NC(=O)N(c3ccc(Cl)cc3)C2=O)cc1 (stereo not given) | ? | .
Cc1ccc(-c2nnn(CC(=O)N3C(C)CCCC3C)n2)cc1 (stereo not given) | 10µM* | -11*
COc1ccc2oc(=O)c(C(=O)Nc3cccc(C)c3)cc2c1 | 12% | 7
COc1ccc(Br)cc1S(=O)(=O)N1CCOCC1 | ? | .
Cc1c(Cl)c([N+](=O)[O-])nn1Cc1ccc(C(=O)NN)o1 | ? | .
O=C(Nc1nc(-c2ccco2)c(-c2ccco2)s1)c1ccc(F)cc1F | ? | .
CC(C)(C)NC(=O)c1cccc(NC(=O)c2ccc3c(c2)C(=O)N(C(C)(C)C)C3=O)c1 | ? | .
O=C(/C=C/c1cccc(Cl)c1)NCc1ccccc1 | ? | .
COc1cc(OC)cc(C(=O)NCC(=O)NCC(c2ccco2)N2CCCCC2)c1 (stereo not given) | i | -18
CCCCCCCCOc1ccc(C(=O)O)cc1 | 2% | -4
CC1CCc2nn(CC(=O)NCCC3=CCCCC3)cc2C1 (stereo not given) | ? | .
CCCn1c(N)c(C(=O)COC(=O)c2cccc(S(=O)(=O)N3CCOCC3)c2)c(=O)[nH]c1=O | ? | .
CN(C)C=NC(=O)/C(C#N)=C/c1ccccc1 | ? | .
CCOc1ccc(S(=O)(=O)NN=C2CCN(C(C)=O)CC2)cc1 | -8% | -22
Cc1cc(C(=O)N2CCCC(C(=O)c3cccc(C(F)(F)F)c3)C2)nc(C)n1 (stereo not given) | -8% | -7
CCSc1nnc(NC(=O)COc2cccc3ccccc23)s1 | ? | .
CC(=O)Nc1ccc(CN2CCN(CCC(C)C)C(CCO)C2)cc1 (stereo not given) | -9% | 9
COc1ccccc1CNC(=O)C1CC(c2ccccc2[N+](=O)[O-])=NO1 (stereo not given) | 12% | 6
O=C(COC(=O)CNS(=O)(=O)c1ccc(F)c(F)c1F)NCCc1ccccc1 | ? | .
COc1ccc(-n2c(SCC(N)=O)nc3sc4c(c3c2=O)CCN(C)C4)cc1 | i | .
COc1ccc(OC)c(NC(=O)Cn2cc(C#N)c3cc(Br)ccc32)c1 | ? | .
COc1ccc(NC(=O)CCC(=O)OCc2ccc(Br)cc2)cc1 | 0% | -12
CN1C(=O)c2ccc(S(=O)(=O)c3ccc(C(=O)O)cc3)cc2C1=O | ? | .
CC(C)CC(NC(=O)c1ccccc1)C(=O)OCC(=O)Nc1ccc(S(N)(=O)=O)cc1 (stereo not given) | 11% | .
CN(C)C(CNc1ccc(C(N)=O)cc1[N+](=O)[O-])c1ccccc1 (stereo not given) | i | -7
CCc1c(C#N)sc(C(N)=O)c1CC | 11% | 12
CC(=O)Nc1ccc(S(=O)(=O)NCCN2CCOCC2)cc1 | ? | .
O=C(NCc1ccncc1)C(=O)NCC1OCCCN1S(=O)(=O)c1cc(F)ccc1F (stereo not given) | ? | .
CCOC(=O)c1ccc2[nH]c3c(c2c1)CCCC3O (stereo not given) | 3% | 16
O=C(COc1cccc2cccnc12)NCC(F)(F)F | ? | .
O/N=C(\CN1CCCCC1)c1ccccc1 | 0% | 16
CN(C)S(=O)(=O)c1ccc(NC(=O)C2CC(=O)N(Cc3ccccc3)C2)cc1 (stereo not given) | 0% | -11
CC(C)(C)C(=O)CSc1nc2c(c(-c3cccs3)c1C#N)CCC2 | ? | .
CN1CCN(c2ccc(Cl)cc2NC(=O)c2ccc([N+](=O)[O-])cc2)CC1 | 10% | 10

Bioassay records as filed in PubChem BioAssay.
